# HT1080-NT tox: kills 2HG-producing HT-1080-NT fibrosarcoma cells; AID 686970; actives 1.6% (n = 360,000); HT-1080-NT fibrosarcoma viability, CellTiter-Glo ATP luminescence, 48 h; Potency, µM (highest dose often 46.1 µM), without a hit: at the highest dose activity, negative = less viability, most hits filed as cytotoxic;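 further: NT is the 2HG producing partner of a matched IDH1 knockdown line; potency means the concentration at half of the fitted maximal effect; 0% = DMSO-treated cells and -100% = media-only wells without cells; nearly all actives have a fitted effect of over 55% in size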
#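 Toxicity toward the 2HG-producing NT line was scored as %Activity, normalised to DMSO and no-cell wells, from CellTiter-Glo luminescence after 48 hours' treatment.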
# IL1B secr inh: inhibitors of inflammasome signaling (IL-1 beta secretion); THP-1 LPS/ATP IL-1B secretion, AlphaLISA, 16 h; stronger effect = lower value; activity change, % at 57.5 µM; actives 4.7% (n = 360,000); AID 743279; in the data active means activity change below about -50%; inconclusive means mostly about -30% to -49%; further: on the % scale 0 is the no-effect control and ±100 the full control effect
#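 THP-1 cells pretreated 1 hr with compounds (up to 57.5 uM final), then stimulated with LPS (250 ng/mL final) plus ATP (1.25 mM final); secreted IL-1B measured by AlphaLISA after 16 hr, decreased signal indicating inhibition.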
# HT1080 IDH1KD tx: kills HT-1080 cells with IDH1 knockdown | HT-1080 IDH1 knockdown viability, ATP luminescence, 48 h | Potency, µM (highest dose often 46.1 µM), without a hit: at the top dose activity, negative = toxicity, usual class: cytotoxic | actives 2% (n = 360,000);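 further: potency means the concentration at half of the fitted maximal effect; 0% = DMSO wells and -100% = cell-free medium wells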
#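 Luminescent ATP read-out (CellTiter-Glo, 10 min at room temperature) after 48 h compound exposure at 37 °C gave viability of IDH1-knockdown HT-1080 cells. Activity was normalised to DMSO and cell-free wells, then fitted as concentration-response curves.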
# GLP1R ag: agonists of human GLP-1 receptor; P43220; HEK293 GLP-1R CRE-luciferase, luminescence, 4-6 h; cells express a hypersensitive GLP-1R form; Potency, µM (highest dose often 45.6 µM), inactives show at the highest dose activation, actives largely listed as activators; actives 0.007% (n = 380,000); AID 624172; further: potency means the concentration at half of the fitted maximal effect; % of control where 0% means no effect
# Target sequence (P43220 whole entry, looked up): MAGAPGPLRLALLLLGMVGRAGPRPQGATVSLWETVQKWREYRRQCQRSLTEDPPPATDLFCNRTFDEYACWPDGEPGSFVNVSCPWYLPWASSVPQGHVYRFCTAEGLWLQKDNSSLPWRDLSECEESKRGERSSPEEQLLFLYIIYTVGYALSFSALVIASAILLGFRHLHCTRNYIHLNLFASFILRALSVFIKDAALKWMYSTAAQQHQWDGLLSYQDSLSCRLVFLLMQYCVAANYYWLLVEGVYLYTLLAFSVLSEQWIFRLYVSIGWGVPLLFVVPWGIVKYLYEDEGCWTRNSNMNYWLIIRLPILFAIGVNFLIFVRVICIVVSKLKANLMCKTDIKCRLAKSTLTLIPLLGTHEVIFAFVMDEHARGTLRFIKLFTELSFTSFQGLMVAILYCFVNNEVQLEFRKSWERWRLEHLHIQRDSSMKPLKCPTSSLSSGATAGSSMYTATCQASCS
# DRD3 agonist: D3 dopamine receptor (human) agonism. P35462. D3R DiscoveRx beta-arrestin cells, luminescence, 90 min. max activation, %. actives 0.58% (n = 410,000); in the data active means max activation above about 30%; further: 0% is about no effect; mostly tested at two doses, the higher about 12 µM
# Target sequence (P35462 whole entry, looked up): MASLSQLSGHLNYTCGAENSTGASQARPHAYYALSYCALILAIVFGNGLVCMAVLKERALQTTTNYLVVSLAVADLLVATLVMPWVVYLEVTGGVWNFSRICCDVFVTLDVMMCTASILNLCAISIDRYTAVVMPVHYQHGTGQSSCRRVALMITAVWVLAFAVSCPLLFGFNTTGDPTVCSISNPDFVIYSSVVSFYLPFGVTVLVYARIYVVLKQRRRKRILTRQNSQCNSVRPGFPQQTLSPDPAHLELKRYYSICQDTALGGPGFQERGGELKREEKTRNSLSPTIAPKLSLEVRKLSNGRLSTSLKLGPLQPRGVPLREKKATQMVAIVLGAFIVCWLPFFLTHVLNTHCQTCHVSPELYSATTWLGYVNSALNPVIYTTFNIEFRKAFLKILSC
#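 Agonist-mode cell screen: cells plated at 1500/well and incubated overnight at 37 °C, then exposed to library compounds for 90 min at 37 °C. Detection reagent was added for 30–60 min at room temperature, and luminescence was read.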
# KB-3-1 tox: KB-3-1 parental cell cytotoxicity | KB-3-1 viability, CellTiter-Glo ATP luminescence, 72 h | Potency, µM (series often up to 46.1 µM), inactives show at the top dose activity change, negative = cytotoxic, most hits filed as cytotoxic | actives 1.4% (n = 400,000) | AID 1347075; further: potency means the concentration at half of the fitted maximal effect; on the % scale 0 is the no-effect control and ±100 the full control effect; nearly all actives have a fitted effect of over 60% in size
#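 Cytotoxicity measured as CellTiter-Glo luminescence after 72 h at 37 C. Compound titrations were pinned onto drug-naive KB-3-1 parental adenocarcinoma cells grown in DMEM with 10% FBS, and normalized data fitted to concentration-response curves.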
# DRD3 antagonist: antagonists of human D3 dopamine receptor. P35462. D3R cells, DiscoveRx beta-arrestin luminescence, antagonist mode; stronger effect = lower value. max response, negative = inhibition, %. actives 2.5% (n = 360,000). AID 652054; in the data active means max response below about -50%; inconclusive means no clear call, values can overlap the other calls; further: on the % scale 0 is the no-effect control and ±100 the full control effect; mostly tested at two doses, the higher about 12 µM
#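 Cells plated overnight at 1500 cells/well, then exposed to library compounds with dopamine controls for 90 minutes at 37 degrees C. DiscoveRx reagent added for 30–60 minutes at room temperature; luminescence read, quantitative HTS format.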
# SW480 rereplic: DNA re-replication induction in SW480 cells; SW480 DNA re-replication, Hoechst DNA content imaging, 48 h; Potency, µM (series often up to 46.1 µM), for inactives: top-dose re-replication activation, most hits filed as activators; actives 1.8% (n = 340,000); AID 624297; further: potency means the concentration at half of the fitted maximal effect; % of control where 0% means no effect; nearly all actives have a fitted effect of over 55% in size
#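 DNA re-replication was detected as more nuclei of elevated Hoechst intensity after 48 hr exposure to compound (23 nL pinned per well of 250 cells).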
# KB-V1 cytotox: KB-V1 MDR subline cytotoxicity; KB-V1 MDR cells viability, CellTiter-Glo, 72 h; Potency, µM (highest dose often 46.1 µM), for the others: at the highest dose activity change, negative = cytotoxicity, most hits filed as cytotoxic; actives 3.4% (n = 400,000); further: potency means the concentration at half of the fitted maximal effect; on the % scale 0 is the no-effect control and ±100 the full control effect; nearly all actives have a fitted effect of over 60% in size
#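 Drug-selected KB-V1 cells, grown in DMEM lacking phenol red with 10% FBS, receive compound titrations; after three days at 37 degrees C, surviving cell ATP is quantified by CellTiter-Glo luminescence and responses normalized and curve-fitted.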
# The depositor's hits bear a star; ? = inconclusive; nt = not tested or not shown; [ ] = another dose, or the depositor's remark. Unless noted, the call rests on the fitted dose curve; in most records, active means well fitted curve in the direction sought with a large enough effect; inconclusive means small, poorly fitted or top-dose-only effect, or another doubt; inactive means no such curve, though single readings can be large; an effect the other way counts as inactive or inconclusive.
# Below each compound – HT1080-NT tox	IL1B secr inh	HT1080 IDH1KD tx	GLP1R ag	DRD3 agonist	KB-3-1 tox	DRD3 antagonist	SW480 rereplic	KB-V1 cytotox
> COc1ccc(C2C(C(=O)O)CCC(=O)N2c2ccc(OC)cc2)cc1 (centres undefined)
 : 10.4%	26.7	9.8%	-0.4%	0.9	-6.3%	-9.7	-17.9%	7.3%
> Fc1ccc(NC(=S)N2CCN(C/C=C/c3ccccc3)CC2)c(F)c1
 : -4.1%	14.2	-6.1%	-1.3%	9.4	?	11.3	6.0%	?
> CCOC(=O)N(C)S(=O)(=O)c1ccccc1[N+](=O)[O-]
 : -3.6%	-4.9	18.3%	9.6%	-2.4	?	-3.9	-1.7%	-4.0%
> C=CC[C@@H](CC(=O)OC(C)(C)C)C(=O)OC[C@H]1CCCN1C(=O)[C@@H](CC=C)CC(=O)N[C@H](CO)Cc1ccccc1
 : 0.9%	-23.2	1.7%	3.1%	22.8	0.6%	38.7	?	4.0%
> COc1ccc(CCNC(=O)c2cc(-c3ccc(C)c(C)c3O)n[nH]2)cc1OC
 : -26.6%	?	?	-6.4%	-4.3	-7.7%	26.3	30.0%	-2.5%
> CCOc1ccc(Cc2nn[nH]n2)cc1
 : 9.6%	11.6	10.3%	-6.8%	-1.2	7.9%	4.1	-7.5%	12.0%
> O=C(O)c1ccccc1C(=O)Nc1ccc(Br)c(C(F)(F)F)c1
 : -2.8%	0.5	3.1%	-6.9%	1.1	0.2%	3.4	10.3%	3.0%
> COc1ccccc1/C=C/CN1CCCCC1
 : 6.0%	-0.9	5.4%	-0.4%	-8.9	8.7%	?	-5.5%	0.0%
> CN(CCCC(=O)O)c1ccc(N=Nc2ccc([N+](=O)[O-])cc2)cc1
 : -3.9%	-12.1	-22.2%	-8.4%	-18.3	?	-86.8*	-26.5%	15.9%
> COc1ccc(C(=O)NC(=S)NNC(=O)c2cccc(C)c2)cc1
 : -21.6%	40.3	?	0.0%	-13.0	0.4%	-29.0	?	-14.7%
> Clc1ccc(Cn2ncc3c(N4CCOCC4)ncnc32)cc1
 : -1.6%	-11.2	-9.0%	-2.9%	1.3	-12.4%	18.3	0.2%	?
> COc1ccccc1-c1cc(C(=O)NCc2ccc(Cl)cc2)no1
 : 17.0%	-0.9	3.3%	9.2%	-51.6	-1.8%	?	1.4%	-28.6%
> CCOc1cc2[nH]c(=O)n(CCC(=O)NCCc3ccccc3)c(=O)c2cc1OCC
 : 0.2%	17.4	4.7%	-0.6%	1.9	-7.3%	29.7	0.8%	0.2%
> CC(=O)N1[C@H](Cc2ccccc2)C=C[C@]1(C)C(=O)NCCN1CCOCC1
 : 10.0%	9.7	-1.4%	-0.5%	-7.8	0.0%	31.6	-3.3%	3.6%
> CN1CCC(C2(O)c3ccccc3CCc3ccccc32)CC1
 : 1.8%	-3.4	2.6%	-4.6%	-43.7	-2.6%	-15.8	-2.5%	-23.6%
> CC(=O)Nc1ccc(C(=O)N2CCCCC2c2cc(C(=O)Nc3ccccc3)no2)cc1 (centres undefined)
 : 12.3%	-0.7	7.0%	-2.3%	1.6	0.0%	20.5	nt	-2.8%
> CCN(CC)C(=O)c1ccccc1NC(=O)c1ccccc1C
 : 14.6%	-1.1	20.2%	4.9%	0.2	?	4.9	-6.4%	2.2%
> O=C(OCn1nnc2ccccc2c1=O)c1cc(-c2ccccc2)nc2ccccc12
 : -2.3%	3.1	-9.3%	0.2%	1.5	-5.5%	28.3	-2.2%	-8.9%
> CC(C)CNS(=O)(=O)c1ccc(CCC(=O)Nc2cc(Cl)ccc2Oc2ccccc2)cc1
 : -24.9%	?	-41.1%	3.4%	0.7	?	10.3	7.31µM*	-18.4%
> O=C(CSc1nc2c(cnn2-c2ccccc2)c(=O)[nH]1)N1CCCCC1
 : 2.6%	28.4	-17.0%	-2.3%	5.3	6.1%	26.4	-5.2%	0.0%
> COc1cnn(-c2ccc(C)cc2)c(=O)c1Cl
 : 6.1%	-0.2	0.9%	1.2%	-6.2	11.7%	8.9	?	5.2%
> Cc1ccn2c(/C=N/OCc3cccc(F)c3)c(-c3ccc(Cl)cc3)nc2c1
 : -1.3%	-11.1	-3.7%	0.8%	-5.6	-1.6%	-18.6	?	-4.8%
> COc1ccc(CCNC(=O)Cn2nnc(-c3cccc(OC)c3OC)n2)cc1OC
 : 7.6%	7.0	2.0%	15.1%	1.4	-1.1%	13.9	-12.0%	?
> CCOc1ncccc1C(=O)OCC(=O)NC(=O)c1ccccc1
 : 0.9%[9.24 µM]	20.4	-0.2%	0.9%	0.1	-0.1%	5.3	-14.5%	0.0%
> CC(Oc1ccc2c3c(c(=O)oc2c1)CCC3)C(=O)NCc1ccccn1 (centres undefined)
 : -2.8%	0.0	1.3%	3.4%	0.9	-0.6%	6.0	-1.0%	19.1%
> COc1ccccc1C(=O)NC(=O)COC(=O)Cc1ccc(F)cc1
 : -1.9%	-4.9	0.9%	-9.1%	2.6	-9.0%	-19.1	7.8%	-15.7%
> NC(=O)[C@@H]1CC2(CC(c3cccc(NC(=O)[C@H]4CCC(=O)N4)c3)=NO2)CN1C(=O)COc1ccc(Cl)cc1 (some centres undefined)
 : 0.9%	-3.5	7.0%	-1.7%	-7.0	-1.8%	?	2.5%	4.1%
> Brc1ccc(OCCn2ccnc2)cc1
 : 14.2%	-15.0	-0.6%	-0.9%	-1.4	1.7%	16.0	-7.7%	-14.3%
> O=C(c1ccc(CN2CCOCC2)cc1)N1CCN(c2ccccc2F)CC1
 : 1.2%	-13.9	4.1%	-2.1%	-0.5	2.5%	7.7	-0.8%	-0.9%
> CCc1nnc(NC(=O)CS(=O)(=O)c2ccccc2)s1
 : 12.0%	37.0	8.9%	0.5%	-3.3	8.6%	3.2	-6.9%	8.2%
> COc1ccccc1C1NC=C([N+](=O)[O-])C=C1[N+](=O)[O-] (centres undefined)
 : -19.7%	-11.3	-15.6%	-1.6%	-19.1	-7.3%	-62.2*	-35.9%[inhibitor]	-1.6%
> Cc1ccc(NC(=O)N2CCCC2C(=O)NCC2CCCCC2)cc1 (centres undefined)
 : -1.3%	-5.3	12.7%	-1.9%	5.2	-3.9%	-6.6	-12.9%	-16.8%
> COc1ccc(N=Nc2cnc(C)nc2-c2ccccc2)cc1
 : 0.6%	?	1.4%	?	4.7	-3.1%	25.6	3.7%	-1.2%
> CC1CCN(S(=O)(=O)c2ccc(C(=O)N3CCCC(C(F)(F)F)C3)cc2)CC1 (centres undefined)
 : -1.7%	?	-0.8%	21.0%	22.5	?	0.0	?	?
> O=C(COc1ccccc1-c1ccccc1)N/N=C/c1cccnc1
 : ?	74.7	?	12.7%	2.4	?	22.8	24.8%	?
> CN(C)CCCNc1ncnc2oc(-c3ccccc3)c(-c3ccccc3)c12
 : ?	-82.7*	23.1µM*	17.1%	-48.5	?	?	?	-22.6%
> O=C(C1CCCCC1)N1CCc2ccccc21
 : 6.0%	0.3	-4.7%	2.5%	-25.9	-0.8%	0.0	0.1%	0.0%
> O=C(C[n+]1ccccn1)c1ccccc1
 : 3.1%	9.0	2.1%	-1.9%	-12.1	0.1%	-13.3	3.7%	-3.1%
> COC(=O)CN(C(=S)Nc1ccc(F)cc1)C1CC(=O)N(c2ccccc2)C1=O (centres undefined)
 : -2.9%	-15.6	-1.6%	1.9%	-1.8	-10.4%	-7.8	-0.5%	3.9%
> Cc1ccc(C(=O)C2OC(=O)C(C)(C)C(=O)C2(C)C)cc1 (centres undefined)
 : 6.2%	9.1	13.6%	-1.1%	-1.4	8.1%	-8.0	-0.8%	28.5%

# Results in DRD3 agonist and KB-3-1 tox, for 3 of the compounds above:
structure | DRD3 agonist | KB-3-1 tox
C=CC[C@@H](CC(=O)OC(C)(C)C)C(=O)OC[C@H]1CCCN1C(=O)[C@@H](CC=C)CC(=O)N[C@H](CO)Cc1ccccc1 | 22.8 | 0.6%
COc1ccc(CCNC(=O)c2cc(-c3ccc(C)c(C)c3O)n[nH]2)cc1OC | -4.3 | -7.7%
CCOc1ccc(Cc2nn[nH]n2)cc1 | -1.2 | 7.9%

# The list continues.
# Below each compound – HT1080-NT tox	IL1B secr inh	HT1080 IDH1KD tx	GLP1R ag	DRD3 agonist	KB-3-1 tox	DRD3 antagonist	SW480 rereplic	KB-V1 cytotox
> CC(C)Sc1ccccc1C(=O)Nc1ccc2c(c1)n(C)c(=O)n2C
 : -22.6%	43.2	-12.7%	3.4%	-3.9	-3.1%	-10.8	-4.6%[9.22 µM]	0.0%
> O=C(CSc1nnc(-c2ccc(S(=O)(=O)N3CCOCC3)cc2)o1)c1ccccc1F
 : 0.3%	11.6	1.1%	-10.9%	11.4	0.2%	20.6	-10.2%	?
> CCCOc1ccc(-c2nnn(CC(=O)N3CCCC(C)C3)n2)cc1 (centres undefined)
 : -9.5%	-0.6	-6.7%	0.4%	-11.4	-1.7%	5.1	21.9%	0.0%
> O=C1CC(N2CCN(c3ccccn3)CC2)C(=O)N1CC(c1ccccc1)c1ccccc1 (centres undefined)
 : -20.6%	17.3	-20.4%	-1.1%	-10.0	-7.1%	34.0	11.8%	0.0%
> O=C(O)c1nn(-c2cccc(Cl)c2)c(=O)cc1O
 : 9.0%	12.7	14.4%	-1.0%	3.1	-4.7%	13.3	0.7%	13.5%
> OCCCn1c(-c2ccccc2)nc(=S)c2c1CCCC2
 : -5.2%	5.7	-7.2%	4.5%	1.4	-7.5%	?	-10.8%	1.0%
> CCNc1ccc(S(=O)(=O)C(F)(F)F)cc1NC(=O)C12CCC(CC1)C2
 : 0.0%	4.7	?	0.1%	8.0	0.4%	8.2	8.8%	-28.2%
> N#Cc1ccc(N2CCc3ccccc3C2)c([N+](=O)[O-])c1
 : 0.9%	-27.8	0.5%	24.3%	-6.6	?	-0.7	?	?

# Compounds were not picked by outcome, and some 12% of all compounds hit somewhere here.
